Assay outcomes (PubChem)
PfHsp40 yeast – rescue of yeast from PfHsp40 toxicity, primary screen, S. cerevisiae, ATP luminescence. S. cerevisiae expressing PfHsp40, growth rescue. growth rescue, % at 12.5 µM. 0.68% of 340,000 active. AID 504582, 2011; in the data active = growth rescue above about 28%, passing the limit was not always enough; inconclusive = no clear call, values can overlap the other calls;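 note: yeast W303a lacking pdr1 and pdr3 grown in galactose medium; growth measured after three days at 30 °C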
GDH-TPI inh – GDH-TPI coupling enzyme inhibitors, primary screen, artefact control for M. tuberculosis FBA inhibitor project, biochemical, absorbance, full deck; GDH-TPI coupled enzyme counterscreen, NADH absorbance; inhibition, % at 4.8 µM; 1.2% of 360,000 active; AID 588335, 2011; in the data active = inhibition above about 30%;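 note: 0% = DMSO wells and 100% = wells lacking the enzyme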
BoNT F protease – BoNT/F light chain protease inhibitors, primary screen, biochemical, flow cytometry, MLPCN library; Botulinum neurotoxin type F light chain protease (Clostridium botulinum); Multiplex microsphere protease cleavage assay; inhibition, % at 10 µM; 0.22% of 360,000 active; AID 588497, 2011; in the data active = inhibition above about 35%, passing the limit was not always enough; inconclusive = no clear call, values can overlap the other calls; note: plate controls were buffer without enzyme for full effect and enzyme alone for no effect
UGM FP inh – M. tuberculosis UGM enzyme inhibitors, primary screen, biochemical, fluorescence polarization, single point. UDP-galactopyranose mutase (Mycobacterium tuberculosis (strain ATCC 25618 / H37Rv)), …. purified UGM, fluorescence polarization probe displacement. inhibition, % at 10 µM. 0.06% of 320,000 active; in the data active = inhibition above about 10%, passing the limit was not always enough; inconclusive = no clear call, values can overlap the other calls
Target sequence (P9WIQ1 whole entry, looked up): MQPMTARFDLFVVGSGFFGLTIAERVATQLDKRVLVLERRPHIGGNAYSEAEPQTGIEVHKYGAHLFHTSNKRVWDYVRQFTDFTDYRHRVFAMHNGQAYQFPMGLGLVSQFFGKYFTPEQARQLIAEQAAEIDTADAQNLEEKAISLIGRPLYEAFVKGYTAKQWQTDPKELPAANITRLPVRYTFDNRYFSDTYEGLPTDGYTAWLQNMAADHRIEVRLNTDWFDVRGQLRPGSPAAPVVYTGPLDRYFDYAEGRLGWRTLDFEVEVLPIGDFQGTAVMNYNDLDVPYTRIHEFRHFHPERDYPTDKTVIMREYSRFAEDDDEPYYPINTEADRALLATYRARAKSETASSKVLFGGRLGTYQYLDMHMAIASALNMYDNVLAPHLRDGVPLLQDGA
Anthrax LF inh2 – Bacillus anthracis LF protease inhibitors, primary screen, biochemical, multiplex microsphere, MLPCN library; 0.12% of 360,000 active; Lethal factor (Bacillus anthracis), P15917; multiplex microsphere protease cleavage assay; inhibition, % at 10 µM; note: plate controls were buffer without enzyme for full effect and enzyme alone for no effect
FadD28 binding – inhibitors of FadD28 bisubstrate probe binding, primary screen, biochemical, fluorescence polarization, single point; inhibition, % at 12.5 µM; 0.22% of 360,000 active; AID 588549, 2011; in the data active = inhibition above about 8.5%, passing the limit was not always enough; inconclusive = no clear call, values can overlap the other calls
BioA inh – M. tuberculosis BioA enzyme inhibitors, primary screen, biochemical, plate reader, single point, HTS | purified M. tuberculosis BioA enzyme | inhibition, % at 9.99 µM | 0.096% of 360,000 active | AID 602481, 2012; in the data active = inhibition above about 40%; inconclusive = no clear call, values can overlap the other calls
FBA Mtb inh – Mtb FBA enzyme inhibitors, primary screen, biochemical, fluorescence, strain H37Rv; Fructose-bisphosphate aldolase (Mycobacterium tuberculosis (strain ATCC 25618 / H37Rv)), …; purified M. tuberculosis FBA, fluorescence read-out; inhibition, % at 1 µM; 2.3% of 360,000 active; in the data active = inhibition above about 27%;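 note: 0% = vehicle and 100% = reference inhibitor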
Target sequence (P9WQA3 whole entry, looked up): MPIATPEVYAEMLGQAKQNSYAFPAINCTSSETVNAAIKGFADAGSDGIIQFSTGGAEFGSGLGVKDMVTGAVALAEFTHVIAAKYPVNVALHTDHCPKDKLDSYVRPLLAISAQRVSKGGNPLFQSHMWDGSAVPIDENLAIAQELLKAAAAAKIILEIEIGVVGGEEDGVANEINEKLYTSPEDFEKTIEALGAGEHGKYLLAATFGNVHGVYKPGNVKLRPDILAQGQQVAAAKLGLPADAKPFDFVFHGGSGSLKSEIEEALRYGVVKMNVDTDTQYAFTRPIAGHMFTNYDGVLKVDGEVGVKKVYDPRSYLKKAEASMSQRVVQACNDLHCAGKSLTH
BoNT-A LC inh2 – BoNT/A light chain protease inhibitors, primary screen, biochemical, flow cytometry, MLPCN library | multiplex microsphere protease substrate cleavage | AID 588499, 2011 | 0.17% of 360,000 active | inhibition, % at 10 µM; note: plate controls were buffer without enzyme for full effect and enzyme alone for no effect
Active calls of the source: *; ? = inconclusive; . = not tested or not shown. Cut-off read from the data, not from the text of the source, unless noted: active = inhibition above about 30%; inconclusive = no clear call, values can overlap the other calls; inactive = below that.

SMILES | PfHsp40 yeast | GDH-TPI inh | BoNT F protease | UGM FP inh | Anthrax LF inh2 | FadD28 binding | BioA inh | FBA Mtb inh | BoNT-A LC inh2
O=C(NCCc1ccccc1Cl)C1CCN(S(=O)(=O)c2cccs2)CC1 | 0.6 | -5.0 | 29.4 | 3.9 | 5.9 | 0.5 | 2.5 | 1.6 | 3.3
Cc1ccc(C(=O)OCC(=O)c2cc(C)n(CC3CCCO3)c2C)cc1 (stereo unspecified) | -1.4 | -1.6 | -2.9 | -1.5 | -1.4 | -4.0 | . | -2.0 | -0.7
CCOC(=O)c1ccc(Oc2nc(NC)nc(OC)n2)cc1 | 0.1 | 8.5 | -1.5 | 0.0 | 2.4 | 1.7 | . | 2.7 | -0.1
Cc1ccc2[nH]c(=O)c(CN(CC3CCCO3)C(=S)NCc3ccco3)cc2c1 (stereo unspecified) | -0.5 | 2.2 | -2.2 | 3.5 | 0.2 | -8.4 | . | 1.2 | 0.4
Cc1cc2c(c(=O)n1Cc1cccnc1)C(c1ccc(F)cc1)C(C#N)=C(N)O2 (stereo unspecified) | 0.4 | -6.6 | -1.7 | -2.3 | -4.5 | -3.9 | . | 3.2 | -0.4
OCCC1CN(Cc2ccc3c(c2)CCO3)CCN1C1CCCC1 (stereo unspecified) | 0.7 | 11.0 | -8.7 | -0.9 | -7.9 | -2.7 | . | -1.8 | -0.4
COc1ccc(-c2nc3ncccn3c2Br)cc1 | 0.8 | 14.2 | -2.0 | -2.8 | -2.1 | -1.4 | . | 49.1* | -0.6
CC(NC(=O)C1CCCN(S(=O)(=O)c2cnc[nH]2)C1)c1ccccc1 (stereo unspecified) | -1.5 | 4.3 | -13.4 | 1.8 | -10.7 | 0.5 | 0.0 | 4.7 | 0.9
COc1cccc(CNC(=O)C2CCN(S(=O)(=O)N3CCCCC3)CC2)c1 | 0.1 | -4.2 | -1.8 | 1.9 | -2.1 | -0.6 | -0.2 | -0.5 | -4.6
CC(C)(C)NC(=O)NC(=O)CN1CCN(c2ccc(O)cc2)CC1 | -1.4 | 1.8 | -0.4 | -3.9 | 1.6 | 0.3 | -1.1 | 0.5 | 0.0
Cc1ccc(N(C(=O)CS(=O)CC(=O)Nc2ccc(F)cc2)C(C(=O)NC2CCCCC2)c2ccco2)cc1 (stereo unspecified) | 0.0 | -3.0 | -2.7 | 1.8 | -0.6 | -3.1 | . | -4.9 | -0.2
COCCOCC(O)CN1CCN(c2ccccc2)CC1 (stereo unspecified) | 0.3 | 2.2 | 0.0 | 0.6 | -2.4 | 0.9 | -2.0 | 3.9 | -1.1
O=C(C1CC1)N1CCC(c2nc(-c3ccc(S(=O)(=O)N4CCCC4)cc3)no2)CC1 | 1.2 | 8.7 | -0.2 | 0.8 | -0.2 | -0.9 | -1.1 | 4.2 | 1.0
CCC/C(=C1/c2ccccc2C(=O)N1c1ccccc1)c1ccc2[nH]ccc2c1 | ? | 10.1 | 0.8 | -3.0 | -3.8 | -6.6 | 0.1 | 5.2 | -0.1
O=C(Cn1cnc([N+](=O)[O-])n1)N/N=C/c1cccc2ccccc12 | -1.0 | 13.7 | -4.6 | -0.5 | -0.1 | -2.0 | . | 1.8 | -0.1
S=C1NC2(CCCCC2)N=C1c1ccccc1 | -0.2 | 4.0 | -11.9 | -0.3 | -0.1 | 0.5 | . | 0.7 | -0.6
COc1ccc(OCCOc2ccccc2[N+](=O)[O-])cc1 | -1.0 | 1.5 | -4.7 | -0.4 | -2.4 | -0.2 | . | 3.6 | -0.3
Cc1ccc(S(=O)(=O)N2CCOCC2)cc1NC(=O)COC(=O)C1=COCCO1 | 0.6 | -2.1 | -1.8 | -1.8 | 0.9 | -0.4 | . | 0.8 | 0.2
Cc1csc(=O)n1CC(=O)OCC(=O)Nc1cc([N+](=O)[O-])ccc1Cl | -1.2 | 8.7 | -2.6 | -2.2 | -1.2 | 1.0 | -1.3 | 0.7 | -1.6
CCOC(=O)c1nn(-c2ccccc2)cc1O | 0.2 | 8.8 | ? | 1.2 | -10.7 | -4.8 | -1.6 | 2.5 | 1.2
COc1ccc(CCC(=O)N2CCC3(CC2)OCCO3)cc1 | -1.0 | 6.8 | 0.3 | -2.6 | -5.0 | 1.5 | -1.2 | -0.3 | 0.5
CCOC(=O)C1CCCN(C(=O)COc2ccccc2F)C1 (stereo unspecified) | 0.4 | -1.6 | 0.7 | -0.3 | 0.4 | -1.0 | . | 0.5 | -0.3
Cc1c(C(=O)N2CCC(C)CC2)cccc1[N+](=O)[O-] | -1.6 | -4.4 | -5.8 | 0.7 | -2.5 | -0.3 | -2.2 | -0.4 | -0.3
COc1ccc(C(=O)N/C(=C\c2ccc3c(c2)OCO3)C(=O)Nc2ccc(C(=O)O)cc2)cc1 | 0.0 | 23.0 | -3.0 | -1.0 | -0.1 | -3.7 | . | -0.4 | -0.3
Cc1ccc(S(=O)(=O)N(C)C)cc1NC(=O)COC(=O)CCC1CCCCC1 | 0.8 | -4.3 | -17.3 | -2.5 | 0.7 | 2.6 | . | 1.8 | -2.7
O=c1cc(CN2CC(O)Cc3ccc4ccccc4c32)nc2sccn12 (stereo unspecified) | 0.0 | -0.9 | -3.7 | -1.6 | 3.7 | -1.6 | . | -0.2 | -0.6
CCNc1nc(NCC)n2c(SCC(=O)O)nnc2n1 | -0.2 | -10.5 | -5.2 | 4.1 | -3.3 | 0.7 | -1.8 | 1.1 | 0.0
Cc1cc2nc(-c3ccc[nH]c3=O)n(Cc3ccc(F)cc3)c2cc1C | -0.9 | 13.6 | -11.7 | -0.7 | 6.9 | . | -0.4 | 198.4* | 1.5
Cc1cc(S(=O)(=O)N2CC(=O)N(CCc3ccccc3)C(=O)C2)ccc1F | 0.3 | -5.6 | -3.0 | -0.5 | -7.0 | -1.9 | -1.4 | 2.0 | -0.5
O=C(OCn1nnc2ccccc2c1=O)c1ccc(N2CCOCC2)c([N+](=O)[O-])c1 | 1.4 | 5.9 | -4.4 | 3.7 | -1.4 | -0.2 | . | -2.9 | -0.1
CC(C)c1ccc(/C=C/C(=O)N2CCc3ccccc3C2)cc1 | 0.4 | 3.0 | 3.9 | -0.3 | 1.9 | -6.0 | . | -1.5 | -0.1
Clc1ccc(OCc2nc(-c3ccccn3)no2)c(Br)c1 | -0.4 | 8.2 | -8.9 | 0.7 | -17.7 | 0.0 | -1.9 | 0.4 | -0.1
CCOC(=O)c1ccccc1NC(=O)CSc1nc2ccccc2c(=O)n1CCCN1CCOCC1 | -0.5 | -3.9 | -10.3 | 1.0 | -9.5 | -2.2 | -2.1 | 1.4 | -1.3
COC(=O)CN(c1cccc(F)c1)S(C)(=O)=O | -0.7 | -4.2 | 4.0 | 1.1 | 1.5 | -3.6 | 0.0 | 0.7 | 0.0
COc1ccc(-c2nc(CSCC(=O)NCc3ccco3)c(C)o2)cc1 | -1.1 | -1.7 | -15.3 | -1.7 | -13.6 | -5.8 | 7.0 | 4.4 | -3.1
CCCNc1c(NS(=O)(=O)c2ccc(C)c(C)c2)c(=O)oc2ccccc12 | 0.0 | 19.0 | -5.0 | 0.1 | 0.0 | -11.0 | -1.2 | 4.8 | 0.4
Cc1ccc(NC(=O)N2CCC(O)(c3cccnc3)CC2)cc1 | -0.6 | -1.9 | -3.3 | 1.7 | -0.7 | -2.5 | . | 1.9 | -0.1
CCOC(=O)C1=C(CS(=O)(=O)c2ccccc2)NC(=O)NC1c1ccccc1OCC (stereo unspecified) | 0.0 | 6.6 | -14.9 | 1.6 | -5.0 | -0.7 | 7.2 | -0.4 | -1.2
O=c1[nH]n2c(=O)c3c([nH]c2c1N=Nc1cccc(C(F)(F)F)c1)CCCC3 | -0.2 | 9.7 | . | 3.2 | . | ? | 6.8 | -16.7 | .
CC(NC(=O)C1CCN(S(=O)(=O)c2ccc3c(c2)NC(=O)CO3)CC1)c1ccccc1 (stereo unspecified) | 0.3 | 15.5 | 4.4 | 0.3 | 0.4 | -0.2 | -3.0 | 2.1 | 1.7
O=C(NC(c1ccc(-c2ccccc2)cc1)c1cnccn1)C1CCN(Cc2cccs2)CC1 (stereo unspecified) | . | 8.0 | -7.3 | . | -8.4 | -0.2 | -1.1 | -1.8 | -0.2
O=C(O)c1ccccc1C(=O)NC1CCCCNC1=O (stereo unspecified) | 1.1 | 23.8 | ? | 0.7 | 16.2 | 0.5 | . | 2.3 | 3.8
CCOc1ccc2nc(N3CCCC(C(=O)N4CCN(CC)CC4)C3)sc2c1 (stereo unspecified) | 0.0 | 4.3 | -7.2 | 0.2 | 0.9 | -1.2 | 2.6 | 3.6 | -0.8
O=C(CSc1ncn[nH]1)Nc1ccc(OCc2ccccc2)cc1 | -0.3 | 5.4 | -6.2 | -1.0 | -2.0 | -1.7 | . | -2.1 | -0.2
O=C(CN1CCN(Cc2ccccc2)CC1)Nc1cccc(Cl)c1 | -0.2 | -2.2 | ? | 0.9 | -15.5 | -1.7 | 1.7 | 0.3 | -5.9
O=C(NCc1ccccc1Cl)C1CCC(=O)N(C2CCCC2)C1 (stereo unspecified) | -0.4 | -1.2 | 1.3 | 1.0 | 0.4 | -0.6 | -1.2 | -4.3 | 1.2
Cc1nn(Cc2ccccc2)c(Cl)c1C(=O)OCC(=O)NC(=O)NC12CC3CC(CC(C3)C1)C2 | -0.8 | 4.1 | 1.4 | -0.5 | -1.1 | 0.9 | 1.0 | -1.5 | -0.1
Cc1sc2nc(COC(=O)c3c(F)cccc3F)[nH]c(=O)c2c1C | -0.2 | -1.6 | -0.5 | 1.5 | -1.8 | -0.9 | -3.7 | -3.1 | -0.7
CCOc1cc2c(cc1/C=C/C(=O)O)OC(C)C2 (stereo unspecified) | -2.0 | -1.3 | 6.1 | 0.4 | -2.2 | -2.9 | . | 147.5* | -0.7
O=C(NC(=S)Nn1cnc2c(cnn2-c2ccccc2)c1=O)c1ccc(Cl)cc1 | -1.1 | -1.2 | -1.7 | -1.4 | -0.2 | -1.0 | . | -2.8 | 0.1
CCCC(NC(=O)CCc1c(C)c2cc3c(C)c(C)oc3cc2oc1=O)C(=O)NC(Cc1ccc(Cl)cc1)C(=O)O (stereo unspecified) | . | 2.8 | -3.2 | . | -5.3 | -3.0 | 0.6 | 7.5 | -0.7
CC1(C)C(=O)OC(c2cccs2)C(C)(C)C1=O (stereo unspecified) | -0.3 | -16.7 | -0.4 | -1.1 | -5.2 | -3.7 | . | -4.6 | -0.1
Cn1c(N)c(C(=O)CSc2nnc(C3CC3)n2Cc2ccccc2)c(=O)n(C)c1=O | -0.3 | 11.4 | -1.7 | -1.2 | -0.6 | 0.8 | . | 5.7 | -0.3
Cn1c(SCC(=O)c2ccccc2)nnc1-c1cccs1 | -1.0 | -5.2 | -0.7 | 1.3 | -2.2 | -2.2 | -0.6 | 1.7 | -0.7

In the list so far, these contain bromine.
SMILES | PfHsp40 yeast | GDH-TPI inh | BoNT F protease | UGM FP inh | Anthrax LF inh2 | FadD28 binding | BioA inh | FBA Mtb inh | BoNT-A LC inh2
COc1ccc(-c2nc3ncccn3c2Br)cc1 | 0.8 | 14.2 | -2.0 | -2.8 | -2.1 | -1.4 | . | 49.1* | -0.6
Clc1ccc(OCc2nc(-c3ccccn3)no2)c(Br)c1 | -0.4 | 8.2 | -8.9 | 0.7 | -17.7 | 0.0 | -1.9 | 0.4 | -0.1

Hits appear at their usual frequency; overall some 4.7% were active at least once.
